HepG2 tox – kills HepG2 cells in TGF-b inhibitor counter-screen. 410,000 compounds, 0.76% hits. AID 588856. Potency, µM (top dose mostly 46.1 µM), for inactives: at the highest dose activity change, negative = cytotoxicity, usual class: cytotoxic. HepG2 CAGA-GFP viability, ATP luminescence, 18 h; note: some results filed as inactive show a strong effect at the top dose
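HepG2 CAGA-GFP cells (1000/well, DMEM with 1% FBS) received compound, then TGF-beta at 500 pg/mL final, and were incubated 18 hours at 37 degrees C. Viability was read by CellTiter-Glo luminescence. Media-only wells were set as complete cell-killing and DMSO as no toxicity.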
ATXN viability – cell viability loss in ATXN counter-screen; 400,000 compounds, 0.49% hits; AID 651635; S2 cells (HEK-293 line with an ATXN2-luciferase reporter) viability, CellTiter-Fluor protease fluorescence, 24 h; Potency, µM (titrated, usually from 56.7 µM), hits mostly cytotoxic; note: nearly all actives have a fitted effect of over 40% in size
Nrf2 inh – blocks Nrf2 signaling; A549 ARE-Fluc reporter, luciferase luminescence, 18-24 h; Potency, µM (series often up to 46 µM), for inactives: top-dose activity change, negative = inhibition, usual class: inhibitors; 360,000 compounds, 2.1% hits; AID 504444; note: % is set by controls: 0 for no effect and ±100 for the full control effect; nearly all actives have a fitted effect of over 60% in size
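A549 ARE_Fluc cells, 5000/well, 5% FBS OPTI-MEM; compounds in dose-response, 18-24 h at 37 °C/5% CO2; CellTiter-Fluor viability read (Ex 405/Em 525), then BugLite luciferase luminescence = Nrf2 activity.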
TGFb inhibitor – inhibitors of TGF-b signaling; HepG2 CAGA-GFP TGF-b/SMAD3 reporter, GFP fluorescence, 18 h; TGF-beta stimulated, 500 pg/mL final; 410,000 compounds, 1.2% hits; Potency, µM (doses to about 46.1 µM), inactives show top-dose activity, negative = inhibition, usual class: inhibitors; note: % is set by controls: 0 for no effect and ±100 for the full control effect; nearly all actives have a fitted effect of over 65% in size
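Read-out: total well GFP (ex488/em500-530) summed from mean per-cell fluorescence. Cells: HEPG2 CAGA-GFP, 1% FBS DMEM, 18 h at 37 degrees C with 500 pg/mL final TGF-beta. Unstimulated wells served as the full-inhibition control; stimulated DMSO wells = 0%.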
EPAC2 antag – antagonists of human EPAC2; Q8WZA2; EPAC2 GEF exchange of Rap1B-BODIPY-GDP, fluorescence; Potency, µM (titrated, usually from 114 µM), for inactives: at the top dose activity, negative = inhibition, most hits filed as inhibitors; 360,000 compounds, 0.18% hits; AID 720708; note: % is set by controls: 0 for no effect and ±100 for the full control effect; nearly all actives have a fitted effect of over 45% in size; many of its hits are not listed in these tables
Target sequence (Q8WZA2 whole entry, looked up): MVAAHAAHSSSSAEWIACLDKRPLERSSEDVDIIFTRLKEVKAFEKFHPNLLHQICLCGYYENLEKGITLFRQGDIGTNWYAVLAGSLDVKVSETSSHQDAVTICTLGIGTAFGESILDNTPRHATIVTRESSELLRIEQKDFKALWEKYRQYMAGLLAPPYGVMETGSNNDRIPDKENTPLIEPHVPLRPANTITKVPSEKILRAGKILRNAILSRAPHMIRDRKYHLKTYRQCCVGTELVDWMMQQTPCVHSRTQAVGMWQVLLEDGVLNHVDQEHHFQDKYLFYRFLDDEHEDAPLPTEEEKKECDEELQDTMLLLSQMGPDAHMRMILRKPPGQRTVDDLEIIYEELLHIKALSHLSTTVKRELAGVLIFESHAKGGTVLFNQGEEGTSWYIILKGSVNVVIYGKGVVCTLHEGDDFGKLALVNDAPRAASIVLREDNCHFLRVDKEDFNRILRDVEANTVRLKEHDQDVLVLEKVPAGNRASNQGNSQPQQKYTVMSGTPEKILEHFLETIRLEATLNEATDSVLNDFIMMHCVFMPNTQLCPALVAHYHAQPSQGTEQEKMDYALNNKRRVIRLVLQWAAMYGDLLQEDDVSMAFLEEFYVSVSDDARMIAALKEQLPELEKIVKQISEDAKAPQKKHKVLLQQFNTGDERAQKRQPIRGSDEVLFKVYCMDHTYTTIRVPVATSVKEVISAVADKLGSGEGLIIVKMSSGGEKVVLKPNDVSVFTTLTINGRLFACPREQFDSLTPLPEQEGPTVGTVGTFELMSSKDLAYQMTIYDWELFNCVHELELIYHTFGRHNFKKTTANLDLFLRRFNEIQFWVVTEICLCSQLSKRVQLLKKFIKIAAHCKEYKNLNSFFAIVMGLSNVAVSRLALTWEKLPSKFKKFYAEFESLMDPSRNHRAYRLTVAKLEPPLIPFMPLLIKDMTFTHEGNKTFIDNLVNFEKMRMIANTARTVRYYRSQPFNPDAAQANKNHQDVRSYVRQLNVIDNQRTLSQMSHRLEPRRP
A549 viability – A549 cytotoxicity, counter-screen for Nrf2 inhibitors. A549 ARE-Fluc cells, CellTiter-Fluor viability, 18-24 h. Potency, µM (top dose mostly 46 µM), for the others: at the highest dose activity change, negative = cytotoxicity, hits mostly inhibitors. 390,000 compounds, 0.16% hits. AID 504648; note: % is set by controls: 0 for no effect and ±100 for the full control effect
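Cytotoxicity counterscreen: CellTiter-Fluor fluorescence was measured in A549 ARE_Fluc cells after 18-24 h of compound exposure in a concentration series. The subsequent BugLite luminescent read reports ARE-luciferase activity.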
ATXN2 expr inh – ATXN2 expression inhibition; AID 1745845; Potency, µM (top dose mostly 57 µM), for the others: top-dose activity change, negative = inhibition, usual class: inhibitors; HEK-293 ATXN2-luciferase reporter, luminescence, 24 h; 360,000 compounds, 0.72% hits; note: % is set by controls: 0 for no effect and ±100 for the full control effect; nearly all actives have a fitted effect of over 55% in size
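qHTS (up to 57 uM final) was run with 24 h compound exposure of reporter cells at 37 °C. Each well was multiplexed: SteadyGlo luminescence measured ATXN2-luciferase expression after a fluorogenic Gly-Phe-AFC viability readout (25 uM final).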
MCF10A rereplic – induces DNA re-replication in MCF 10a normal breast cells; Potency, µM (highest dose often 46.1 µM), for the others: at the highest dose activity, positive = re-replication, hits mostly activators; MCF 10A DNA re-replication, Hoechst nuclear intensity, 48 h; 350,000 compounds, 2.9% hits; note: % of control where 0% means no effect; nearly all actives have a fitted effect of over 50% in size
Nrf2 ARE act – activators of Nrf2 (ARE) signaling. 410,000 compounds, 0.31% hits. Potency, µM (titrated, usually from 46.1 µM), for the others: at the top dose activation, hits mostly activators. AREc32 ARE-luciferase reporter (MCF7-derived line), luminescence, 24 h. AID 624171; note: % of control where 0% means no effect; nearly all actives have a fitted effect of over 65% in size
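Each well held 1000 AREc32 cells, which were incubated with compound for 24 hr at 37 deg C after overnight attachment, and ARE reporter activity was quantified by firefly luciferase luminescence.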
* hit, by the source's call; i = inactive; ? = inconclusive; nt = not tested or not shown; ! = repeats disagree; [ ] = remark or other dose. Calls come from the whole dose curve; as a rule, active = well fitted curve in the direction sought with a large enough effect; inconclusive = small, poorly fitted or top-dose-only effect, or another doubt; inactive = no such curve, though single readings can be large; an effect the other way counts as inactive or inconclusive. Potency is the fitted concentration of half-maximal effect.

Keys – A = HepG2 tox; B = ATXN viability; C = Nrf2 inh; D = TGFb inhibitor; E = EPAC2 antag; F = A549 viability; G = ATXN2 expr inh; H = MCF10A rereplic; I = Nrf2 ARE act
O=C(OCC(=O)N1CCOCC1)c1ccc2ccccc2c1O
  A = -25%; B = ?; C = 21%; D = 10%; E = 6%; F = 1%; G = 28%; H = 2%; I = -0.5%
O=C(NCc1ccccc1)c1c[nH]c2ccc(F)cc2c1=O
  A = -33%; B = i; C = -22%; D = 5%; E = -11%; F = 1%; G = nt; H = 1%; I = -0.6%
CCOc1ccc(NC(=O)CSc2oc(-c3ccc(F)cc3)nc2S(=O)(=O)c2ccc(C)cc2)cc1
  A = -3%; B = nt; C = 8%[9.27 µM]; D = -12%; E = nt; F = -6%; G = nt; H = nt; I = -1.0%
C=CCSc1nnc(NC(=O)c2ccc(Cl)nc2)s1
  A = -15%; B = i; C = -25%; D = 12%; E = 1%; F = -3%; G = 24%; H = 1%; I = 2.4%
O=S(=O)(NCC(c1ccco1)N1CCN(c2ccc(F)cc2)CC1)c1ccccc1 (configuration not stated)
  A = -9%; B = nt; C = nt; D = ?; E = nt; F = -8%; G = nt; H = nt; I = 3.0%
CCC(=O)N1CCc2cc(Br)cc(S(=O)(=O)CCC(=O)NCc3ccc(Cl)cc3)c21
  A = -20%; B = i; C = -9%[9.27 µM]; D = -22%; E = nt; F = 15%; G = -16%; H = nt; I = 4.1%
CCc1cc(C(=O)OCC(=O)N2CCC(c3ccccc3)=N2)sc1C
  A = 0%; B = i; C = ?; D = -7%; E = 0%; F = 8%; G = -18%; H = 6%; I = -0.9%
O=c1c(Cl)c(N/N=C/c2ccc(Br)cc2)cnn1-c1ccccc1
  A = -54%; B = ?; C = ?; D = -15%; E = -5%; F = -20%; G = ?; H = 7.1µM*; I = 7.1µM*
Cn1c(=O)n(C)c2cc(/C=C3/SC(=O)N(CC(=O)N4CCOCC4)C3=O)ccc21
  A = -4%; B = i; C = -21%; D = 11%; E = 10%; F = -17%; G = 35%; H = -40%[inhibitor]; I = -0.3%
CN(C)S(=O)(=O)c1cccc(NC(=O)COc2ccccc2C(=O)Nc2ccccc2)c1
  A = -35%; B = ?; C = nt; D = -13%; E = -1%; F = nt; G = nt; H = nt; I = -2.5%
CC(C)Cc1nc2sc3c(=O)[nH]cnc3c2c2c1CCCC2
  A = -3%; B = i; C = -3%; D = 1%; E = -2%; F = 0%; G = 3%; H = 11%; I = -0.4%
CCc1n[n+](CC(=O)c2ccccc2)c(N)s1
  A = -5%; B = i; C = ?; D = -14%; E = 4%; F = 0%; G = -20%; H = 0%; I = 0.5%
Cc1cc2oc(=O)c(CC(=O)O)c(C)c2c2occ(-c3ccc(F)cc3)c12
  A = -17%; B = i; C = ?; D = -8%; E = nt; F = 8%; G = 20%; H = nt; I = 1.1%
CCOC(=O)c1ccc(NC(=O)Nn2cnnc2)cc1
  A = 7%; B = i; C = 1%; D = 15%; E = 2%; F = 0%; G = 18%; H = -16%; I = 0.0%
Cc1oc2ncn(C)c(=O)c2c1C(=O)N1CCN(c2cccc(C(F)(F)F)c2)CC1
  A = 8%; B = i; C = 24%; D = 2%; E = nt; F = 1%; G = 0%; H = nt; I = 0.2%
O=C(c1cc(=O)c2ccccc2o1)N1CCN(c2cccc(Cl)c2)CC1
  A = 2%; B = i; C = ?; D = 7%; E = 7%; F = -6%; G = -19%; H = -7%; I = 1.4%
CC(=O)NC1(C(F)(F)F)C(=O)N(Cc2ccccc2)C2=C1C(=O)CC(C)(C)C2 (configuration not stated)
  A = 3%; B = nt; C = 14%; D = 9%; E = 2%; F = -4%; G = nt; H = -1%; I = -0.1%
CCCCCN1C(=O)Cn2c(nc3ccccc3c2=O)C1C (configuration not stated)
  A = 2%; B = i; C = -2%; D = -4%; E = -9%; F = 3%; G = nt; H = 0%; I = 3.1%
C[C@@]12C(=O)N(Cc3ccccc3)CC(=O)N1[C@H](/C=C/c1ccccc1)[C@@H]1C(=O)N(c3ccccc3)C(=O)[C@@H]12
  A = -7%; B = i; C = -1%; D = -1%; E = 7%; F = -9%; G = 6%; H = ?; I = -0.4%
O=C1CC2C(=O)NCCN2C(=NC(=O)c2ccc(Cl)cc2)N1 (configuration not stated)
  A = 14%; B = nt; C = 0%; D = 16%; E = 2%; F = -14%; G = -14%; H = 0%; I = 0.2%
CCCCC(=O)Nc1ccc2c(c1)nc(CCN1CCN(c3ccccn3)CC1)n2C
  A = -4%; B = i; C = ?; D = -14%; E = -10%; F = 1%; G = 6%; H = 2%; I = 4.2%
CC1(C(=O)NS(=O)(=O)c2ccc(F)cc2F)CCN1C(=O)CCc1ccccc1 (configuration not stated)
  A = 0%; B = i; C = nt; D = 19%; E = 6%; F = nt; G = -5%; H = nt; I = 0.1%[9.22 µM]
COc1ccc2cc(CCNC(=O)C3CCCC3)c(=O)[nH]c2c1
  A = -2%; B = i; C = 4%; D = -15%; E = -10%; F = 1%; G = 0%; H = -3%; I = -0.1%
CN(C)CC/C=C1\c2ccccc2CSc2ccccc21
  A = 1%; B = ?; C = 3%; D = 38%[activator]; E = 1%; F = -4%; G = -7%; H = 0%; I = 0.8%
Oc1c(Cl)cc(Cl)c(Cl)c1Cc1c(O)c(Cl)cc(Cl)c1Cl
  A = 10µM*; B = ?; C = 15µM*; D = 5.6µM*; E = 32µM*; F = ?; G = 28µM*!; H = 0.92µM*!; I = -0.8%
CCOC(=O)c1c(/N=C/C2=C(O)CC(C)(C)CC2=O)sc(C)c1C
  A = 23%; B = ?; C = -5%; D = -1%; E = 68%[activator]; F = -4%; G = -3%; H = -1%; I = 0.7%
CN(C)c1ccc(NC(=O)CSc2nc3c(c(=O)[nH]2)CCCC3)cc1
  A = -1%; B = ?; C = ?; D = -3%; E = -1%; F = -9%; G = -3%; H = 7%; I = -0.7%
COc1ccccc1CNC(=O)Cc1csc2nc(-c3ccc(F)cc3)cn12
  A = -21%; B = ?; C = nt; D = -10%; E = nt; F = -4%; G = -30%; H = nt; I = 9.7%
O=C(CSc1ncnc2sccc12)Nc1ccc(S(=O)(=O)N2CCOCC2)cc1
  A = 0%; B = i; C = -14%; D = 9%; E = -5%; F = 0%; G = 0%; H = 12%; I = 3.9%
O=C(CCSCc1cccc(Cl)c1)NCCC1=CCCCC1
  A = 9%; B = i; C = 4%; D = -69%; E = -1%; F = 10%; G = 2%; H = 24%; I = -0.4%
COc1ccc(S(=O)(=O)N(C)c2ccc(C(=O)N3CCCCC3)cc2)cc1OC
  A = -11%; B = i; C = 12µM*; D = 4%; E = 1%; F = 5%; G = -16%; H = 2%; I = 1.8%
O=C(NN1CCOCC1)c1ccc(Cl)c([N+](=O)[O-])c1
  A = 7%; B = i; C = -30%; D = 1%; E = 2%; F = -3%; G = -9%; H = 0%; I = 5.1%
Cc1cc(NC(=O)c2noc3c2CCCC3)no1
  A = -6%; B = i; C = ?; D = 0%; E = 14%; F = 4%; G = 31%; H = -1%; I = 0.5%
C#CCOCCOCCOCCNc1nc(N2CCN(C(=O)Cn3cc(CCCCN)nn3)CC2)nc(N2CCN(C(=O)Cn3cc(CCCCN)nn3)CC2)n1
  A = -7%; B = i; C = -10%; D = -5%; E = -10%; F = 1%; G = 1%; H = 3%; I = -1.2%
COc1ccc(S(=O)(=O)N2CCN(C(=O)c3c(-c4ccccc4)noc3C)CC2)cc1
  A = -15%; B = i; C = nt; D = 0%; E = -3%; F = 6%; G = 9%; H = 10%; I = 0.2%
Cc1cc(F)ccc1-c1cc(C(=O)NCc2ccc(C(F)(F)F)cc2)[nH]n1
  A = -35%; B = i; C = nt; D = ?; E = 9%; F = nt; G = ?; H = nt; I = 0.5%
Cc1cc(C)c(C(=O)COC(=O)c2c(C)noc2C)cc1C
  A = -6%; B = i; C = ?; D = 15%; E = 1%; F = -15%; G = nt; H = -8%; I = 1.7%
CCOC(=O)C1=C(O)/C(=C/c2cc(OC)c(OC)c(OC)c2)N=C1C
  A = -9%; B = i; C = 10%; D = 13%; E = 6%; F = -11%; G = 4%; H = 0%; I = -0.2%
COc1ccc(CNC(=O)CS(=O)Cc2nc(-c3ccccc3C)oc2C)cc1 (configuration not stated)
  A = -15%; B = i; C = 9%; D = -15%; E = -6%; F = 3%; G = -6%; H = -2%; I = -0.2%
O=C(Nc1cccc2ccccc12)c1cc2c(cc1Br)OCO2
  A = 2%; B = i; C = 2%; D = 5%; E = 4%; F = 0%; G = nt; H = 10%; I = 0.1%
COc1ccc(NC(=O)c2ccc(S(=O)(=O)N3CCCCCC3)cc2)c(OC)c1
  A = 17%; B = i; C = -7%; D = 1%; E = -6%; F = 1%; G = -22%; H = 8%; I = 0.1%
Nc1cc(=O)[nH]c(SCC(=O)Nc2ccc(N3CCOCC3)cc2)n1
  A = -5%; B = i; C = 11%; D = 3%; E = 9%; F = -1%; G = nt; H = 0%; I = 0.4%
COC(=O)c1ccc(C2c3c(oc4ccc(Cl)cc4c3=O)C(=O)N2CCN2CCOCC2)cc1 (configuration not stated)
  A = -32%; B = i; C = -27%; D = 11%; E = 9%; F = -3%; G = -8%; H = 1%; I = -0.6%

Four compounds from above, sorted by SMILES length, smallest number first:
Keys – A = HepG2 tox; B = ATXN viability; C = Nrf2 inh; D = TGFb inhibitor; E = EPAC2 antag; F = A549 viability; G = ATXN2 expr inh; H = MCF10A rereplic; I = Nrf2 ARE act
O=C(CCSCc1cccc(Cl)c1)NCCC1=CCCCC1
  A = 9%; B = i; C = 4%; D = -69%; E = -1%; F = 10%; G = 2%; H = 24%; I = -0.4%
O=C(CSc1ncnc2sccc12)Nc1ccc(S(=O)(=O)N2CCOCC2)cc1
  A = 0%; B = i; C = -14%; D = 9%; E = -5%; F = 0%; G = 0%; H = 12%; I = 3.9%
Cc1cc(F)ccc1-c1cc(C(=O)NCc2ccc(C(F)(F)F)cc2)[nH]n1
  A = -35%; B = i; C = nt; D = ?; E = 9%; F = nt; G = ?; H = nt; I = 0.5%
COC(=O)c1ccc(C2c3c(oc4ccc(Cl)cc4c3=O)C(=O)N2CCN2CCOCC2)cc1 (configuration not stated)
  A = -32%; B = i; C = -27%; D = 11%; E = 9%; F = -3%; G = -8%; H = 1%; I = -0.6%

Source: PubChem

A portion of the library; count on the stated rates, not on these rows.
